CHRM1 antagonist: human CHRM1 antagonism | CHO-K1 hM1, Fluo-8 calcium fluorescence, ACh EC80 antagonist | inhibition, % at 3 µM | 360,000 tested, 1.3% active | AID 588852;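 active = percent inhibition above its own plate's cutoff, namely the mean of that plate's compound wells plus 3 SD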;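 note: peak over basal fluorescence ratio during 140 s after agonist addition; 0% = ACh EC80 plus DMSO and 100% = DMSO alone without agonist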
CHRM1 agonist: agonists of human M1 muscarinic receptor | CHO-K1 hM1, Fluo-8 calcium fluorescence, agonist mode; 0% DMSO, 100% acetylcholine EC100 | P11229 | activation, % at 3 µM | 360,000 tested, 0.33% active | AID 588814;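 active = activation above the run's mean compound activation plus 3 SD, cut at about 16% in these data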;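 note: peak over basal fluorescence ratio within a 140 s kinetic read after compound addition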
M4 antag: CHRM4 antagonism in calcium assay; P08173; CHO-hM4 cells, ACh EC80, Fluo-8 calcium fluorescence; inhibition, % at 3 µM; 360,000 tested, 0.73% active; AID 624125;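 active = inhibition above its plate's cutoff, the mean inhibition of sample wells plus 3 SD, cut at about 27% in these data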;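 note: 0% = acetylcholine EC80 with DMSO and 100% = DMSO without agonist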
Target sequence (P08173 whole entry, looked up): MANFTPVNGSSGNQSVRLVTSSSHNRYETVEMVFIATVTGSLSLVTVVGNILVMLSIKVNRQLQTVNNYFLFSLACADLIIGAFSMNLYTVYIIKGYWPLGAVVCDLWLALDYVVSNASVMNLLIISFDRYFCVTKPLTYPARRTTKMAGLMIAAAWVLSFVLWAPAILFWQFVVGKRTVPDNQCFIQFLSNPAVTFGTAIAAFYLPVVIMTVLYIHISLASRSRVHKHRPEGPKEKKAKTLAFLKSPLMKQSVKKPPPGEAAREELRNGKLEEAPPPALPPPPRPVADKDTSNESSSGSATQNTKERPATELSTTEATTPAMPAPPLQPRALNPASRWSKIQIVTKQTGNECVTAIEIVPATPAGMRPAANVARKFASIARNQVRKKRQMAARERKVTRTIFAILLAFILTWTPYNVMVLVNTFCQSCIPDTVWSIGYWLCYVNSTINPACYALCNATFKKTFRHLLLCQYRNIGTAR
CHO parental Ca: counter-screen: ATP calcium response change in parental CHO cells. parental CHO-K1, ATP-induced calcium, Fluo-8 fluorescence. inhibition, % at 5.6 µM. 330,000 tested, 0.63% active;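 active = inhibition above that plate's mean sample inhibition plus 3 SD, cut at about 26% in these data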;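 note: 0% = ATP-challenged DMSO wells and 100% = DMSO wells without ATP; some compounds past the cut are filed as inactive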
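Assay system – parental CHO cells · Reagent – ATP stimulus · Detection – intracellular calcium via Fluo-8 no-wash fluorescent dye · Evaluation – percent inhibition of ATP-evoked calcium rise, normalized to controls · Controls – ATP wells versus no-ATP DMSO wells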
M1 ag parental: M1 agonist counterscreen hit in parental CHO-K1 cells; Fluo-8 calcium fluorescence; scaled to maximal ATP response, vehicle zero; activation, % at 3 µM; 360,000 tested, 0.48% active; in the data active = activation above about 15%;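 note: untransfected CHO-K1 host cells lacking M1 receptor as counterscreen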
M4 ag: CHRM4 agonism in calcium assay | 360,000 tested, 0.14% active | CHO-K1 hM4/Gqi5, Fluo-8 calcium fluorescence; vehicle 0%, full acetylcholine response 100% | P08173 | activation, % at 3 µM;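 active = activation above the run mean over all test wells plus 3 SD, cut at about 32% in these data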;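 note: peak over basal fluorescence ratio per well then scaled between controls; 0% = DMSO wells and 100% = acetylcholine at EC100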
CHRM1 PAM: human CHRM1 positive allosteric modulation | P11229 | CHO-K1 hM1, Fluo-8 calcium fluorescence, ACh EC20; 0% = ACh EC20, 100% = maximal ACh | activation, % at 3 µM | 360,000 tested, 0.088% active; in the data active = activation above about 19%, passing the limit was not always enough
CHO-K1 Ca antag: counter-screen for M1 antagonists: effect in parental CHO-K1 cells; ATP-induced calcium, Fluo-8 fluorescence; inhibition, % at 3 µM; 360,000 tested, 0.6% active;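 active = inhibition above a per-plate cutoff, the plate's mean sample inhibition plus 3 SD, cut at about 24% in these data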;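 note: 0% = DMSO plus EC80 ATP and 100% = DMSO alone without ATP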
OXTR potentiate: potentiates the human oxytocin receptor response; P30559; AID 2445; CHO-OTR cells, Fluo-8 calcium fluorescence, potentiator mode; 0% = oxytocin EC15, 100% = EC100; 320,000 tested, 0.061% active; activation, % at 3 µM;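 active = activation above that plate's cutoff, the mean activation of tested compounds plus 3 SD, cut at about 6.6% in these data, passing the limit was not always enough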;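 note: 100% uses oxytocin at 75 nM as the full agonist control; some results filed as inactive read as strong as hits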
Target sequence (P30559 whole entry, looked up): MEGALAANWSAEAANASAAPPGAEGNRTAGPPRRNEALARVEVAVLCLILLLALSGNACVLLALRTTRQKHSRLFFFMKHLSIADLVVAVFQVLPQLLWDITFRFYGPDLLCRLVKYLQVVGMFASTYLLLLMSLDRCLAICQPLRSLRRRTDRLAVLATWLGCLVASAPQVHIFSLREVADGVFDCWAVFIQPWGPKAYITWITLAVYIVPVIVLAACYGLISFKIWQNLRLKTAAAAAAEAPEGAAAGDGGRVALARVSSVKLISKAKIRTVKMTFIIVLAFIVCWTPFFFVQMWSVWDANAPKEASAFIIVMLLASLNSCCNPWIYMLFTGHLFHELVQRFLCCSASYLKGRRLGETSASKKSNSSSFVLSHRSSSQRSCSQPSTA
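System: human OTR in CHO cells; Also added: sub-maximal oxytocin, roughly EC15; Timing: compound 6 min at room temperature before oxytocin, 100 s read; Technique: Fluo-8 intracellular calcium fluorescence, ex 470-495, em 515-575 nm; Controls: oxytocin EC15 low and EC100 high; Replication: singlicate.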
* marks the source's active call; other numbers are inactive results; · = no result given.

SMILES	CHRM1 antagonist	CHRM1 agonist	M4 antag	CHO parental Ca	M1 ag parental	M4 ag	CHRM1 PAM	CHO-K1 Ca antag	OXTR potentiate
CC1(C)CC(=O)C2=C(C1)NC1=C(C(=O)c3ccccc31)C2c1cc([N+](=O)[O-])ccc1O (stereo not given)	-1	-2	4	-6	0.4	3	3	0	-8
CC(=O)c1sc2nsc(SCCN3CCOCC3)c2c1N	-5	-3	-6	-4	0.1	1	3	1	-7
Clc1ccc(CSc2ccc(-c3cccnc3)nn2)cc1	-14	-2	12	-27	3.5	4	10	-12	-7
CNCC(=O)Nc1ccc(Cl)c(C(F)(F)F)c1	24	0	-2	-9	0.9	12	-5	8	2
O=C(NCc1ccc(F)cc1)C(c1ccncc1)N(C(=O)c1csnn1)C1CC1 (stereo not given)	-10	-1	2	-2	0.1	0	10	-5	-11
Cc1cc(C)c(NC(=O)C2CCCO2)c(C)c1NC(=O)C1CCCO1 (stereo not given)	-4	1	-2	-8	0.9	1	12	-1	-4
Cc1noc(C)c1NC(=O)N(C)C[C@H]1Oc2ccc(NS(=O)(=O)c3cn(C)cn3)cc2C(=O)N([C@H](C)CO)C[C@@H]1C	-8	-2	-1	-4	0.5	1	8	-20	2
Fc1cccc(F)c1/C=N/NC(=S)Nc1cccnc1	-5	-4	11	-3	0.0	0	8	1	-15
Cc1ccc(N=Cc2nc(-c3ccco3)oc2O)cc1	-6	-4	0	-16	-0.1	1	6	-4	2
O=C(NCc1ccc(F)cc1)C1CCCN(S(=O)(=O)c2ccc(-n3cnnn3)cc2)C1 (stereo not given)	3	-3	3	1	0.4	2	-2	-12	-9
COc1ccc(CNC(=O)Nc2ccc3c(c2)c(=O)n(C)n3Cc2cc(C)cc(C)c2)cc1	-18	9	-11	·	0.0	5	17	12	·
COc1ccc(C(CC(=O)Nc2ccc(Cl)cc2F)NC(=O)C(F)(F)F)cc1 (stereo not given)	-9	3	3	-5	2.5	3	8	-5	-3
Cc1c(NC(=O)C2CCCN2C(=O)c2cccs2)c(=O)n(-c2ccccc2)n1C (stereo not given)	-15	-3	0	-2	-0.4	0	-7	-7	-1
Cc1cc(Cl)ccc1NC(=S)N1CCC(C(N)=O)(N2CCCCC2)CC1	-2	-6	-1	-10	0.5	1	0	-1	-10
Cn1c(SCC(=O)c2c(N)n(C)c(=O)n(C)c2=O)nnc1-c1ccc(F)cc1	2	-4	-1	-8	-0.4	2	6	7	-1
COc1cccc(CNC(=O)CS(=O)(=O)Cc2nc(-c3ccc(C)cc3)oc2C)c1OC	-26	3	-14	-24	-0.2	6	10	17	-6
O=S1(=O)CCO[C@H]2Cc3ccccc3[C@H]2N1Cc1ccc(Cl)cc1	7	-5	1	-15	1.0	1	0	0	-6
CCC(=O)N1CCC1(C)C(=O)Nc1ccc(F)cc1 (stereo not given)	-10	-3	-7	·	0.8	1	9	1	·
CCN1CCc2c(sc(NC(=O)c3ccc(S(=O)(=O)N4CCOCC4)cc3)c2C(=O)OC)C1	-16	-4	-2	-5	0.0	1	-4	-2	-13
Nc1nonc1C(=Nc1ccc(Br)cc1)NO	-20	-2	4	-3	0.0	3	12	0	-3
COc1ccc(/C=C/C(=O)NC(=S)Nc2ccc(S(N)(=O)=O)cc2)cc1	-13	-1	10	5	0.2	2	7	-16	1
Cc1ccccc1NC(=O)Cc1nc(COC(=O)CCNS(=O)(=O)c2ccccc2)cs1	-7	1	-5	-20	4.3	6	10	-6	-11
O=C(NCc1ccc(F)cc1)c1cc2ccccc2o1	-17	-6	-10	-2	1.9	1	9	-10	-11
O=C(NCc1ccccn1)c1ccc([N+](=O)[O-])cc1	-4	-6	-7	-6	0.3	0	1	-5	-3
CCn1nc(C(=O)NCC2COc3ccccc3O2)c2ccccc2c1=O (stereo not given)	-2	-2	1	-27	0.8	5	6	-4	2
CCCS(=O)(=O)N1CCC(C(=O)NCCN2CCC(Cc3ccccc3)CC2)CC1	13	-5	2	-6	-0.1	1	-8	-4	-4
CCOc1ccccc1CN1CCNC(=O)C1CC(=O)NCc1nccn1CC (stereo not given)	-12	-6	1	-13	-0.1	1	4	4	-6
CCOc1ccccc1NC(=O)C(NCCN(C)C)c1ccccc1 (stereo not given)	-6	-7	-4	7	0.0	0	3	-4	-1
COc1ccc(C(=O)NC(=S)Nc2ccc([N+](=O)[O-])cc2C)cc1OC	0	-6	2	-9	-0.2	0	3	-10	-2
CS(=O)(=O)N(Cc1cc2ccccc2[nH]c1=O)C1CCCCC1	-5	-3	-1	-18	1.9	5	6	-14	0

Part of the list above, with each value named.
> CCn1nc(C(=O)NCC2COc3ccccc3O2)c2ccccc2c1=O (stereo not given)
  CHRM1 antagonist = -2
  CHRM1 agonist = -2
  M4 antag = 1
  CHO parental Ca = -27
  M1 ag parental = 0.8
  M4 ag = 5
  CHRM1 PAM = 6
  CHO-K1 Ca antag = -4
  OXTR potentiate = 2

> CCCS(=O)(=O)N1CCC(C(=O)NCCN2CCC(Cc3ccccc3)CC2)CC1
  CHRM1 antagonist = 13
  CHRM1 agonist = -5
  M4 antag = 2
  CHO parental Ca = -6
  M1 ag parental = -0.1
  M4 ag = 1
  CHRM1 PAM = -8
  CHO-K1 Ca antag = -4
  OXTR potentiate = -4

> CCOc1ccccc1CN1CCNC(=O)C1CC(=O)NCc1nccn1CC (stereo not given)
  CHRM1 antagonist = -12
  CHRM1 agonist = -6
  M4 antag = 1
  CHO parental Ca = -13
  M1 ag parental = -0.1
  M4 ag = 1
  CHRM1 PAM = 4
  CHO-K1 Ca antag = 4
  OXTR potentiate = -6

An excerpt from above, limited to CHRM1 antagonist, OXTR potentiate and M4 antag.
SMILES	CHRM1 antagonist	OXTR potentiate	M4 antag
CC1(C)CC(=O)C2=C(C1)NC1=C(C(=O)c3ccccc31)C2c1cc([N+](=O)[O-])ccc1O (stereo not given)	-1	-8	4
O=S1(=O)CCO[C@H]2Cc3ccccc3[C@H]2N1Cc1ccc(Cl)cc1	7	-6	1
Cc1ccc(N=Cc2nc(-c3ccco3)oc2O)cc1	-6	2	0
CCN1CCc2c(sc(NC(=O)c3ccc(S(=O)(=O)N4CCOCC4)cc3)c2C(=O)OC)C1	-16	-13	-2

Additional entries:
SMILES	CHRM1 antagonist	CHRM1 agonist	M4 antag	CHO parental Ca	M1 ag parental	M4 ag	CHRM1 PAM	CHO-K1 Ca antag	OXTR potentiate
COc1ccccc1NS(=O)(=O)c1ccc(NC(=O)c2ccccn2)cc1	-11	2	-6	·	5.6	15	4	-5	·
Cc1ccc(-c2csc(NC(=O)c3cc([N+](=O)[O-])ccc3N3CCOCC3)n2)cc1	-11	-2	1	1	0.1	0	4	-3	0
CCOc1ncccc1C(=O)OCC(=O)c1cc(OC)c(OC)c(OC)c1	-14	-2	0	-12	1.4	5	6	-10	6
COC(=O)c1ccc(Cn2nc(-c3ccc(C)cc3)ccc2=O)cc1	-1	1	7	-13	2.0	1	0	-6	-21
CC(C)Cc1ccc(C(C)C(=N)N)cc1 (stereo not given)	0	-7	-15	2	0.8	1	-3	-8	-9
CC(C)(C)C(=O)Nc1nnc(CCc2ccccc2)s1	-4	-4	-2	-16	0.1	0	1	-5	-2
O=C1Cc2ccccc2C(c2ccc(Br)cc2)N1 (stereo not given)	-4	0	-3	-9	8.3	6	4	-4	-9
O=C(c1ccccc1)N(Cc1ccc2c(c1)OCO2)Cc1nc2ccccc2c(=O)[nH]1	6	-2	-9	-28	1.0	1	-5	-9	-7
CN(Cc1ccccc1)C(=O)[C@@H]1CCCN1	·	·	-6	·	0.2	0	·	-2	·
O=C(CN1CCN(Cc2ccccc2)C1=O)NCc1ccc(Cl)cc1	-29	-4	3	-20	0.8	2	2	-13	-1
Cc1c(Cl)cccc1NC(=S)N(CCCN1CCOCC1)Cc1cccs1	82*	-9	56*	-15	0.9	2	-24	-9	-5
CCCCN(C(=O)CNC(=O)c1ccco1)C(C(=O)NC1CCCC1)c1ccc(OC)cc1 (stereo not given)	2	-1	-1	-23	0.7	2	3	11	-4
COCC(=O)N(Cc1cc2ccc(C)cc2[nH]c1=O)c1cccc(C)c1	-13	-1	-4	-15	0.1	0	3	-4	3
CCn1nnnc1SCC(=O)NNC(=O)C1CCCCC1	-12	2	1	0	1.8	0	22	-19	10
CCNC(=O)CN1c2cccc3cccc(c23)S1(=O)=O	-25	-1	0	3	0.5	0	9	-10	-17

An excerpt from further up:
SMILES	CHRM1 antagonist	CHRM1 agonist	M4 antag	CHO parental Ca	M1 ag parental	M4 ag	CHRM1 PAM	CHO-K1 Ca antag	OXTR potentiate
CC1(C)CC(=O)C2=C(C1)NC1=C(C(=O)c3ccccc31)C2c1cc([N+](=O)[O-])ccc1O (stereo not given)	-1	-2	4	-6	0.4	3	3	0	-8
CC(=O)c1sc2nsc(SCCN3CCOCC3)c2c1N	-5	-3	-6	-4	0.1	1	3	1	-7
Clc1ccc(CSc2ccc(-c3cccnc3)nn2)cc1	-14	-2	12	-27	3.5	4	10	-12	-7
CNCC(=O)Nc1ccc(Cl)c(C(F)(F)F)c1	24	0	-2	-9	0.9	12	-5	8	2

(continued)
SMILES	CHRM1 antagonist	CHRM1 agonist	M4 antag	CHO parental Ca	M1 ag parental	M4 ag	CHRM1 PAM	CHO-K1 Ca antag	OXTR potentiate
COC(=O)/C=C/C(=O)NCc1ccco1	-20	-1	-3	-4	8.9	0	12	-8	5
Cn1c(SCC(=O)c2ccc(O)cc2O)nnc1-c1ccccc1	-8	-4	2	-15	1.1	0	5	-8	0
O=C(N/N=C/c1ccc(Cl)c([N+](=O)[O-])c1)c1ccc2c(c1)OCCO2	-14	-2	1	·	1.5	0	11	-4	·
N/C(=N\OC(=O)CCCOc1ccccc1)c1cccc(Br)c1	-11	-4	-2	-2	-0.2	-1	10	-11	4
CCc1ccc(-c2csc3ncn(Cc4ccc(C(=O)O)cc4)c(=O)c23)cc1	18	-1	2	11	5.3	16	-19	9	-7
CSc1ccccc1NC(=O)CSc1nnc(COc2ccccc2)o1	-7	-5	-10	-8	1.5	2	4	-15	-3
COc1ccc(/C=N/NC(=O)/C(=C/c2ccccc2)CCO)cc1	2	-5	8	-7	0.2	1	29*	-3	-7
CC(C)(C)c1csc(NC(=O)Cn2cnc3ccccc3c2=O)n1	-4	-1	-6	-2	4.5	7	5	-8	-13
O=C(COC(=O)Cc1ccsc1)NC1CCCCCC1	3	-3	10	-2	-0.2	0	6	0	-1
Cc1noc(/C=C/c2ccco2)c1S(=O)(=O)N1CCC(C(=O)Nc2ccc(Cl)cn2)CC1	2	-3	2	-16	0.8	1	-6	1	-2
CC(OC(=O)c1nc(Cl)ccc1Cl)C(=O)NC1CCCCC1C (stereo not given)	-10	-5	-2	-4	0.0	2	14	-10	-5

Assay outcomes (PubChem)
